Screens: PubChem BioAssay, several laboratories
p47phox inh = blocks human p47phox regulatory protein of NADPH oxidases; P14598; p47phox/p22phox peptide binding, fluorescence polarization, 2 h; inhibition, % at 24.7 µM; actives 0.53% (n = 220,000);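 active = inhibition above about 30%, limit read from the data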;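 also: 0% = p47phox with labelled peptide and 100% = labelled peptide alone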
S1P4 antag = antagonists of human S1P4 receptor; O95977; S1P4-expressing cells, antagonist mode, reporter read-out; inhibition, % at 4.98 µM; actives 0.26% (n = 220,000); AID 1510; in the data active = inhibition above about 29%;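 also: 0% = wells stimulated with agonist and 100% = vehicle wells without agonist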
Target sequence (O95977 whole entry, looked up): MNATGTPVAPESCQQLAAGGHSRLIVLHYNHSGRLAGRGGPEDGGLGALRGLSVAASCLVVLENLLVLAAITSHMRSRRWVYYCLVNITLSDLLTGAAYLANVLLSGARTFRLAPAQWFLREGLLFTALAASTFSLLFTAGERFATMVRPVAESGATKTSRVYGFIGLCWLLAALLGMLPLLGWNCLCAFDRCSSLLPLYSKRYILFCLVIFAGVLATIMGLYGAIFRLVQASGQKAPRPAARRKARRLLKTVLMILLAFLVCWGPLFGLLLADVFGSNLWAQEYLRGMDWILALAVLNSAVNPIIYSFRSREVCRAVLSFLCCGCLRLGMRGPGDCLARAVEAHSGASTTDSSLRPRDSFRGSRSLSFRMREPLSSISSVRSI
S1P4 ag = activates the human S1P4 receptor; O95977; S1P4-expressing cell line, agonist reporter assay; activation, % at 4.98 µM; actives 0.35% (n = 220,000); AID 1509; in the data active = activation above about 11%;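 also: 0% = DMSO vehicle and 100% = reference agonist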
NPY-Y1 PAM-ag = human NPY-Y1 potentiation or agonism, primary screen | NPY-Y1 expressing cells, potentiator/agonist activation | activation, % at 3.6 µM | actives 0.37% (n = 220,000); in the data active = activation above about 33%, passing the limit was not always enough;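 also: cells stimulated with NPY at EC10 then isoproterenol at EC100; 0% = low agonist plus stimulus and 100% = saturating agonist plus stimulus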
Target sequence (P25929 whole entry, looked up): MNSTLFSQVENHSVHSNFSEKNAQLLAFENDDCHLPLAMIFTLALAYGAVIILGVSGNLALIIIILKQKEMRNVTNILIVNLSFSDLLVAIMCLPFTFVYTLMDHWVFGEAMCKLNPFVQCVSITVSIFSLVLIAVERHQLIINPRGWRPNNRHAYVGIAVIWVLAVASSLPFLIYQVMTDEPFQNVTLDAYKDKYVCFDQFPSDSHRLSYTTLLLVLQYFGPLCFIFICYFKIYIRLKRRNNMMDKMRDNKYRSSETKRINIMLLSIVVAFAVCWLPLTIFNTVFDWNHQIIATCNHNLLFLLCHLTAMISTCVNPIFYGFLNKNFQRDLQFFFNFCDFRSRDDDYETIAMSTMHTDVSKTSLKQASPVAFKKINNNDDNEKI
CHOP inhibitor = CHOP inhibition in unfolded protein response; inhibition, % at 10 µM; actives 3.8% (n = 220,000); CHO-K1 CHOP-promoter luciferase, tunicamycin-induced, 15-18 h;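 active = compounds that reduced the stress-induced luciferase reporter signal by more than about 70% of percent inhibition, limit read from the data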;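 also: 0% = tunicamycin plus vehicle and 100% = wells without tunicamycin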
Ba/F3 V617F tox = loss of viability in JAK2V617F-driven Ba/F3 cells; AID 1446; actives 1.1% (n = 220,000); inhibition, % at 5.6 µM; Ba/F3 EpoR-JAK2V617F viability, ATP luminescence;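 active = inhibition above the campaign mean plus 3 SD over all tested compounds, cut at about 24% in these data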;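 also: cytokine-independent growth of Ba/F3 cells driven by EpoR plus mutant JAK2; 0% = DMSO-treated cells and 100% = JAK inhibitor I control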
NPY-Y2 PAM-ag = human NPY-Y2 potentiation or agonism, primary screen; P49146; cells expressing NPY-Y2, potentiator/agonist read-out; activation, % at 3.6 µM; actives 0.45% (n = 220,000); in the data active = activation above about 27%;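 also: cells stimulated with NPY near EC25 plus isoproterenol at EC100; 0% = vehicle plus submaximal agonist and 100% = vehicle plus saturating agonist; some results beyond the cut were filed as inactive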
BaF3 tox = parental Ba/F3 viability inhibition as JAK2V617F counter-screen | CellTiter-Glo ATP luminescence | inhibition, % at 5.6 µM | actives 1.1% (n = 220,000) | AID 1486;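 active = inhibition above a per-campaign cutoff, the mean inhibition of all tested compounds plus 3 SD, cut at about 27% in these data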;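 also: 0% = DMSO wells and 100% = JAK Inhibitor I control wells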
NPY-Y1 antag = NPY-Y1 (human) receptor antagonism | inhibition, % at 3.6 µM | HEK293-CNG Y1 cells, membrane potential fluorescence; NPY at EC95, then isoproterenol | actives 1% (n = 200,000) | AID 1040 | P25929;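 active = inhibition above the campaign mean inhibition of all tested compounds plus 3 SD, cut at about 20% in these data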;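 also: 0% = DMSO wells given NPY plus isoproterenol and 100% = isoproterenol alone without NPY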
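Material: HEK293 cells with Y1 receptor plus CNG channel; times: compound incubation 1 h at room temperature, readout 45 min post-stimulation; signal: fluorescence, membrane potential probe; read-out basis: fluorescence ratio normalized to % inhibition between controls; benchmarks: full-block control isoproterenol-only wells, zero-block control NPY plus isoproterenol wells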
The depositor's hits bear a star; . = not tested or not shown.

SMILES	p47phox inh	S1P4 antag	S1P4 ag	NPY-Y1 PAM-ag	CHOP inhibitor	Ba/F3 V617F tox	NPY-Y2 PAM-ag	BaF3 tox	NPY-Y1 antag
COc1ccc(CC(=O)NCC(=O)N/N=C(/C)c2ccco2)cc1	-5.9	11.5	-0.4	-3.3	-3.4	-1.3	3.6	-0.1	2.7
COc1ccc(-c2noc(CCC(=O)NCCCN3CCC(Cc4ccccc4)CC3)n2)cc1	-134.9	-12.1	0.9	-30.9	40.1	1.9	1.0	9.3	3.2
CCCN1C2CCCC1CC(NC(=O)NC1CCCCC1)C2 (stereo not given)	-5.0	6.9	-0.3	8.2	2.4	-1.9	20.0	0.1	-0.5
CC(C)(C)NC(=O)NC(=O)COC(=O)c1cccc(NS(=O)(=O)c2ccc(F)c(F)c2)c1	-11.5	-2.9	-0.7	20.1	13.9	4.1	10.3	6.5	0.1
O=C(CS(=O)(=O)c1cccc(Cl)c1)Nc1ccccc1Cl	-1.3	-12.9	0.2	-0.2	25.3	-3.1	-6.0	5.7	5.9
COc1ccc(N2CCN(C(=O)Nc3ccc(S(=O)(=O)N(C)C)cc3)CC2)cc1	-10.4	-7.9	-2.1	-1.6	19.0	-1.7	6.8	5.8	-0.6
COc1ccc(-n2nnnc2SCC(=O)Nc2ccccc2N2CCOCC2)cc1	12.2	-11.9	1.8	13.4	-3.8	-1.6	3.0	3.2	7.2
COc1ccccc1N=C(C)C1=C(O)CC(c2ccccc2)CC1=O (stereo not given)	-2.0	13.1	0.1	-27.7	-28.5	6.7	-13.9	9.9	21.0*
O=C(CN1CCN(Cc2ccc(F)cc2Cl)C1=O)NCCc1ccc(Cl)cc1	-3.0	-11.2	-0.1	-24.9	10.6	-0.3	-27.7	4.7	7.5
O=C(O)c1ccccc1OCc1ccccc1Br	-1.6	0.1	0.8	-4.2	-15.8	-3.2	1.5	-1.6	6.8
O=C1CC2CS(=O)(=O)CC2N1c1ccc(Cl)cc1Cl (stereo not given)	-13.9	-10.8	4.3	-10.6	-18.9	2.7	5.5	0.1	0.6
CC1CN(S(=O)(=O)c2ccc(C(=O)NCCCn3ccnc3)cc2)CC(C)O1 (stereo not given)	-10.1	-3.4	0.7	11.1	1.9	-1.6	11.4	-0.1	0.6
O=C(NCc1ccccn1)Nc1cccc(NC(=O)NCc2ccccn2)c1	-3.4	-7.8	0.3	-6.6	14.6	1.0	-3.2	10.1	-5.1
CCCCN(C)C(=O)c1nc2ccccn2c1CNCCCn1nnc2ccccc21	3.7	-9.4	1.7	-17.2	6.2	0.2	2.7	2.8	5.8
Clc1ccc(Cl)c(-c2nn3c(Cn4cnc5ccccc54)nnc3s2)c1	.	-7.3	-3.9	2.2	.	-0.2	-4.0	1.8	3.4
Cc1cc(C)c2c(-n3cccc3)c(C(=O)NNS(=O)(=O)c3ccccc3)sc2n1	-11.0	-13.5	-1.0	-2.2	27.4	-0.1	-14.7	4.0	3.9
Cc1noc(C(F)(F)F)c1C(=O)NNC(=O)c1cccc(C(F)(F)F)c1	-4.1	12.1	-1.3	-7.2	2.4	-1.7	-35.8	1.0	.
Cc1ccc2c(c1)N(CCC(=O)NCc1ccc3c(c1)OCO3)C(=O)CO2	-8.3	-12.0	-0.4	-6.9	21.4	-1.2	-18.0	6.5	0.5
COc1ccc(S(=O)(=O)NCCCCNS(=O)(=O)c2ccc(OC)cc2)cc1	-5.7	-23.2	-0.2	-7.0	34.3	-3.5	11.2	3.9	-8.1
O=c1[nH]c(CSc2nc(-c3ccc(F)cc3)cs2)nc2ccccc12	-8.3	-7.0	-0.8	-13.1	8.4	-1.9	10.6	2.4	4.2
O=C(O)c1ccccc1C(=O)NNc1ccc(F)cc1	-8.0	-2.9	2.4	-3.1	3.6	-1.7	-2.7	5.2	-0.8
CC1(C)CC(=O)C2=C(C1)NC(=O)CC2C(=O)NCc1ccc(F)cc1 (stereo not given)	-10.3	-21.0	2.5	-19.4	33.0	-1.9	0.7	-0.4	-4.8
CSc1nc2nccc(/C=C\c3ccccc3)n2n1	-23.2	-4.4	-1.0	27.4	-6.5	17.0	9.9	-1.3	-1.0
Cc1cccc(NC(=O)NNC(=O)c2sccc2-n2cccc2)c1	-1.4	-4.8	-1.0	9.0	-0.9	-0.8	12.7	3.2	-1.7
O=C(O)/C(=C\c1cccs1)c1ccccc1	-12.5	-13.0	0.7	7.5	23.4	-2.3	8.6	1.2	1.5
Other compounds follow:
SMILES	p47phox inh	S1P4 antag	S1P4 ag	NPY-Y1 PAM-ag	CHOP inhibitor	Ba/F3 V617F tox	NPY-Y2 PAM-ag	BaF3 tox	NPY-Y1 antag
O=C(Nc1cnn(Cc2ccc(Cl)cc2)c1)c1ccc([N+](=O)[O-])cc1	-18.4	5.3	-0.5	46.5	55.3	-1.4	1.7	1.8	-4.4
Cc1nc2ccc(NC(=O)N3CCC(c4ccccc4)C3)cc2nc1C (stereo not given)	-2.5	-6.3	0.9	3.7	30.6	0.7	-14.1	0.4	-0.7
O=C1C(C2=NC(C(=O)O)C3C(=O)N(c4ccc(Cl)cc4)C(=O)C23)=C(O)c2ccccc21 (stereo not given)	-3.1	-4.8	2.3	-9.4	-15.6	-1.9	-6.8	-0.1	5.5
Cc1ccc2sc(NC(=O)CSc3nc(C)cc(C)c3C#N)nc2c1	-10.8	-3.5	1.2	-11.0	22.4	-0.1	-3.4	0.4	5.2
S=C(NCc1ccc(Cl)cc1)NC1CCN(Cc2ccccc2)CC1	-4.0	3.8	-0.3	19.0	17.7	4.4	10.4	6.5	-4.7
COC(=O)c1cn(NC(=O)c2cccc(OC)c2)c(=O)c2ccccc12	-17.8	-8.6	-1.0	-9.3	-46.3	5.0	-17.8	5.4	1.4
Cc1n[nH]c(C)c1S(=O)(=O)NCCc1ccc(Cl)cc1	-16.0	-1.0	-1.5	21.2	5.1	-2.9	4.4	3.4	-0.5
O=C(CSCc1c(Cl)cccc1Cl)Nc1ccccc1C(=O)N1CCOCC1	-8.4	4.2	-1.0	7.9	-16.4	-2.2	-9.8	3.0	18.8
CC(C)(C)/C(COc1ccccc1[N+](=O)[O-])=N/O	-0.1	0.0	-0.6	16.0	5.2	-4.3	11.7	-0.1	1.6
Cc1occc1C(=O)N1N=C(C2CC2)CC1(O)C(F)(F)F (stereo not given)	-34.2	-14.4	1.2	-5.9	-20.3	1.9	-6.5	1.6	-3.7
CC(C)CCNC(=O)CC1C(=O)N(Cc2ccccc2)C(C)c2nc3ccccc3n21 (stereo not given)	-6.9	-2.5	1.3	-5.4	24.8	2.6	-16.1	3.2	7.0
COc1ccc(S(=O)(=O)N2CCCC(C(=O)N3CCCCCC3)C2)cc1 (stereo not given)	-11.3	-14.9	1.4	-2.3	17.6	-0.8	11.6	2.9	-0.1
CSc1nc2nc3c(cc2c(=O)n1-c1ccccc1C)CCCC3	-0.8	-9.4	-0.6	-23.1	24.5	2.4	5.9	0.1	.
COC(=O)c1ccccc1C(=O)N1CCOCCN(C(=O)c2ccccc2C(=O)OC)CCOCC1	-6.6	-7.7	-0.3	5.1	-4.3	4.0	-19.5	7.4	-2.8
O=C(CCCSc1nc2ccccc2[nH]1)Nc1nnc(-c2ccccc2)o1	-7.2	6.6	-1.1	-5.4	10.3	-2.8	6.5	-0.8	-1.3
CC(C)Cc1nc(N2CCOCC2)c(C#N)c2c1COC(C)(C)C2	8.6	-15.7	1.2	-7.2	62.5	0.5	-11.3	1.9	-0.1
NC(=O)NC(=O)COC(=O)c1ccc(Cl)c(S(=O)(=O)N(Cc2ccccc2)c2ccc(Cl)cc2)c1	-7.8	1.6	1.0	15.6	-36.6	-4.0	-2.1	-0.9	9.0
Cn1cccc1C(=O)NC(=O)COC(=O)CC12CC3CC(CC(C3)C1)C2	-9.3	-10.8	-2.6	2.3	79.6*	-1.4	-13.2	3.8	3.4
COc1ccc2[nH]c(=O)c(CN(C)C(=O)COc3ccccc3)cc2c1	-2.8	-3.0	-0.8	12.0	1.1	-0.3	0.5	4.8	2.8
O=C(Nc1nnc(-c2cccs2)o1)c1cccc(F)c1	.	-0.5	-0.5	-19.9	.	-0.9	-5.7	4.2	1.4
Cc1cc(-c2sccc2Br)nc(-n2cccc2)n1	-6.7	-12.4	-1.3	-22.1	-3.2	2.7	-17.0	1.4	6.8
COc1ccc(S(=O)(=O)N2CCN(S(=O)(=O)c3ccc4c(c3)OCCO4)CC2)cc1	0.8	-6.8	-1.1	25.0	-31.7	-4.0	14.2	-1.2	3.6
O=C(Nc1ccc2nc(C3CC3)n(Cc3ccccc3)c(=O)c2c1)C1CC1	-9.0	-6.4	-0.2	5.8	-10.8	-4.1	-10.8	-1.5	.
O=C1OCCC1Sc1nnnn1-c1ccc(Cl)cc1 (stereo not given)	.	-8.9	1.2	2.2	8.2	4.3	-17.2	7.2	3.6
Cc1cc2cc(C(c3nnnn3CC3CCCO3)N3CCCc4ccccc43)c(=O)[nH]c2cc1C (stereo not given)	-23.7	0.4	0.7	7.6	41.5	0.0	6.6	7.9	-0.8
(further entries)
SMILES	p47phox inh	S1P4 antag	S1P4 ag	NPY-Y1 PAM-ag	CHOP inhibitor	Ba/F3 V617F tox	NPY-Y2 PAM-ag	BaF3 tox	NPY-Y1 antag
O=C(NNC1=Nc2cccc3cccc1c23)c1ccc(Br)cc1	-53.9	19.1	-0.3	0.7	-40.0	1.2	14.0	5.7	0.7
Cc1ccc(S(=O)(=O)NC(=NCC(=O)O)c2ccc(F)cc2)cc1	-10.0	-4.4	-4.5	7.7	8.1	-0.8	2.0	4.6	-3.5
COCCCN(C(=O)Cc1ccc(Cl)c(Cl)c1)c1c(N)n(Cc2ccccc2)c(=O)[nH]c1=O	-6.3	-4.9	-0.9	15.1	-4.4	-4.7	-10.2	-4.7	.
Cc1ccnc(NC(=O)c2ccc3c(c2)OCO3)c1	-6.8	-18.9	1.5	-2.4	-16.1	7.6	4.8	9.1	3.2
O=C(OCC(=O)N(C1CCCCC1)C1CCCCC1)c1ccncc1	-8.1	0.5	-0.4	-8.2	18.2	5.6	-8.2	7.2	0.6
COC(=O)c1cc(OC)c(OC)cc1NC(=O)C1CCCO1 (stereo not given)	.	-13.9	-1.6	7.2	.	-4.4	4.0	0.3	3.8
O=C(O)c1cccc(CSc2ncn[nH]2)c1	1.0	-2.5	1.8	24.4	16.7	4.3	-31.3	-5.0	.
N#C/C(=C/c1cn(-c2ccccc2)nc1-c1cccc(S(=O)(=O)N2CCOCC2)c1)C(=O)NCc1ccco1	3.0	-21.6	0.3	4.5	-27.1	-4.6	0.4	4.1	1.7
CCc1ccc(-c2cc(C(=O)NN3CCOCC3)c3ccccc3n2)s1	-7.0	11.1	0.2	-3.7	16.3	4.8	-5.8	6.0	5.1
O=C(O)CSc1nnc(Cc2ccccc2)n1-c1ccccc1	-19.1	-9.4	1.6	-20.7	34.6	1.4	7.5	5.1	-1.0
CCOC(=O)/C=C1\SCC(=O)N1CC(=O)N1CCOCC1	-12.0	-12.4	1.6	14.3	2.5	-0.8	-5.7	-0.7	-4.7

Three structures from above, arranged by length of the SMILES, highest first.
SMILES	p47phox inh	S1P4 antag	S1P4 ag	NPY-Y1 PAM-ag	CHOP inhibitor	Ba/F3 V617F tox	NPY-Y2 PAM-ag	BaF3 tox	NPY-Y1 antag
O=C(NNC1=Nc2cccc3cccc1c23)c1ccc(Br)cc1	-53.9	19.1	-0.3	0.7	-40.0	1.2	14.0	5.7	0.7
CCOC(=O)/C=C1\SCC(=O)N1CC(=O)N1CCOCC1	-12.0	-12.4	1.6	14.3	2.5	-0.8	-5.7	-0.7	-4.7
O=C(O)c1cccc(CSc2ncn[nH]2)c1	1.0	-2.5	1.8	24.4	16.7	4.3	-31.3	-5.0	.
